Screening data deposited in PubChem BioAssay by The Scripps Research Institute Molecular Screening Center.
M1 antag: human CHRM1 antagonism | CHO-K1 hM1, Fluo-8 calcium fluorescence, ACh EC80 antagonist | actives 1.3% (n = 360,000) | inhibition, % at 3 µM | AID 588852 | P11229;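 active = percent inhibition above its own plate's cutoff, namely the mean of that plate's compound wells plus 3 SD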;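 also: peak over basal fluorescence ratio during 140 s after agonist addition; 0% = ACh EC80 plus DMSO and 100% = DMSO alone without agonist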
Target sequence (P11229 whole entry, looked up): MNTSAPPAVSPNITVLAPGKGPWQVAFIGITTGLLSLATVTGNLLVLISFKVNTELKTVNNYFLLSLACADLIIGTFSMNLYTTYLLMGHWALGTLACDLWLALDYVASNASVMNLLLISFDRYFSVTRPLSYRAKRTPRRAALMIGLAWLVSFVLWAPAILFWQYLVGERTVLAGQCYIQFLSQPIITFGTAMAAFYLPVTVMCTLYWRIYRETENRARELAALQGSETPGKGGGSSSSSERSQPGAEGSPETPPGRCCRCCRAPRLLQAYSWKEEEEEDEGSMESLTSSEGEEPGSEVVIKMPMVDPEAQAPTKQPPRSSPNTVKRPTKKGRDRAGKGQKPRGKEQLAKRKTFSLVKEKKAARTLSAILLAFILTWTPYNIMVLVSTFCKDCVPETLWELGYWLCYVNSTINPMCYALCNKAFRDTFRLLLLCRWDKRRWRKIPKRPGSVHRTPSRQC
CHO-K1 Ca antag: M1 antagonist counterscreen hit in parental CHO-K1 cells; AID 602250; inhibition, % at 3 µM; actives 0.6% (n = 360,000); ATP-induced calcium, Fluo-8 fluorescence;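 active = inhibition above a per-plate cutoff, the plate's mean sample inhibition plus 3 SD, cut at about 24% in these data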;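 also: 0% = DMSO plus EC80 ATP and 100% = DMSO alone without ATP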
CHO-K1 Ca ag: counter-screen for M1 agonists: effect in parental CHO-K1 cells | Fluo-8 calcium fluorescence; scaled to maximal ATP response, vehicle zero | activation, % at 3 µM | actives 0.48% (n = 360,000) | AID 602248; in the data active = activation above about 15%;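 also: untransfected CHO-K1 host cells lacking M1 receptor as counterscreen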
CHRM1 agonist: human M1 muscarinic receptor agonism; activation, % at 3 µM; actives 0.33% (n = 360,000); CHO-K1 hM1, Fluo-8 calcium fluorescence, agonist mode; 0% DMSO, 100% acetylcholine EC100; AID 588814; P11229;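 active = activation above the run's mean compound activation plus 3 SD, cut at about 16% in these data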;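 also: peak over basal fluorescence ratio within a 140 s kinetic read after compound addition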
OXTR potentiator: human OXTR potentiation; P30559; CHO-OTR cells, Fluo-8 calcium fluorescence, potentiator mode; 0% = oxytocin EC15, 100% = EC100; activation, % at 3 µM; actives 0.061% (n = 320,000);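 active = activation above that plate's cutoff, the mean activation of tested compounds plus 3 SD, cut at about 6.6% in these data, passing the limit was not always enough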;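 also: 100% uses oxytocin at 75 nM as the full agonist control; some results filed as inactive read as strong as hits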
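Assay system: CHO cell line stably expressing human OTR. Reagent: EC15 oxytocin agonist. Dosing: single dose, 3.0 µM nominal final compound concentration. Timing: compound 6 min at room temperature before oxytocin, 100 s read. Signal: kinetic Fluo-8 calcium fluorescence. Controls: oxytocin EC15 low and EC100 high.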
CHO-K1 Ca PAM: nonselective activator or artifact in parental CHO-K1 calcium assay | actives 0.02% (n = 360,000) | activation, % at 3 µM | AID 602247 | ATP EC20, Fluo-8 calcium fluorescence; 0% at ATP EC20, 100% at ATP max;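 active = activation above the run cutoff, the mean activation of all test compounds plus 3 SD, cut at about 40% in these data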;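 also: peak over basal fluorescence ratio in a 140 s read after ATP addition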
CHO parental Ca: counter-screen: ATP calcium response change in parental CHO cells; inhibition, % at 5.6 µM; parental CHO-K1, ATP-induced calcium, Fluo-8 fluorescence; actives 0.63% (n = 330,000);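 active = inhibition above that plate's mean sample inhibition plus 3 SD, cut at about 26% in these data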;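 also: 0% = ATP-challenged DMSO wells and 100% = DMSO wells without ATP; some compounds past the cut are filed as inactive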
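Measured by: calcium-sensitive Fluo-8 fluorescence / Test system: CHO parental line / Controls: ATP-challenged DMSO wells low, unchallenged DMSO wells high / Measure: % inhibition / Compound: single nominal dose of 5.6 µM per compound / Replicates: single well per compound, no replicates / Reagent: ATP as calcium-mobilizing challenge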
TAAR1 antagonist: antagonists of human TAAR1. CHO RD-HGA16 TAAR1, Fluo-8 calcium fluorescence, antagonist. inhibition, % at 3 µM. actives 1.5% (n = 360,000). AID 624466;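 active = inhibition above a per-plate cutoff, the mean inhibition of test compounds on that plate plus 3 SD, cut at about 49% in these data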;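 also: 0% = DMSO plus EC80 beta-PEA response and 100% = DMSO alone without agonist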
Target sequence (Q96RJ0 whole entry, looked up): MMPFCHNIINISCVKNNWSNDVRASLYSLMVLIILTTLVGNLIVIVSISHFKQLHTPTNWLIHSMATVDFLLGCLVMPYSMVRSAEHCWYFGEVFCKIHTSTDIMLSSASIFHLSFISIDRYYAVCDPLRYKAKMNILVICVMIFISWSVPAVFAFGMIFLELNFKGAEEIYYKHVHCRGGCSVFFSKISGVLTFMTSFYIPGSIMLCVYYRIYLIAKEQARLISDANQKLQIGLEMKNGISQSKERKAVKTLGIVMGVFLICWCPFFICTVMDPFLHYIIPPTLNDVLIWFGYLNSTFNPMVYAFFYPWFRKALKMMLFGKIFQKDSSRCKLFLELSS
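Test system: CHO RD-HGA16 cells bearing hTAAR1 | Reagent: β-PEA, EC80 | Compound dosing: 3 µM, single point | Schedule: Dye loading 75 min at 37 °C, then 30 min room temperature | Signal: Calcium fluorescence with Fluo-8 | Evaluation: Percent inhibition of PEA-evoked calcium signal, max/basal emission ratio | Control set: DMSO-only wells and EC80 β-PEA-stimulated wells | Repeats: Singlicate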
TAAR1 ag: human TAAR1 agonism | Q96RJ0 | actives 0.99% (n = 360,000) | activation, % at 3 µM | CHO RD-HGA16 TAAR1, Fluo-8 calcium fluorescence; vehicle wells 0%, saturating PEA agonist 100%;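 active = activation above the mean activation of all test compounds in the run plus 3 SD, cut at about 38% in these data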
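Repeats: no replicates (n 1) | Material: CHO-derived RD-HGA16 cells with stable Gα16 and human TAAR1 | Technique: Kinetic Fluo-8 calcium fluorescence | Schedule: 17-24 h seeding, 75 min 37 °C dye, 30 min RT | Evaluation: % activation from peak over basal fluorescence ratio, DMSO-to-PEA scaled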
An asterisk follows results filed as active; x = not tested or not shown; & = joins results of further samples.

SMILES	M1 antag	CHO-K1 Ca antag	CHO-K1 Ca ag	CHRM1 agonist	OXTR potentiator	CHO-K1 Ca PAM	CHO parental Ca	TAAR1 antagonist	TAAR1 ag
COc1ccc(-n2c(Cc3cccn3C)nnc2SCC(=O)Nc2cccc(NC(C)=O)c2)cc1	-1	-8	-0.3	4	-2	-5	-10	-10	1
CCn1c(=O)c2c(nc3n2CCCN3c2cccc(C)c2)n(C)c1=O	-3	-7	0.1	-1	-4	9	-19	-21	1
CC(=O)c1c(C)[nH]c(C(=O)OCC(=O)Nc2ccc([N+](=O)[O-])cc2Cl)c1C	-10	-11	2.5	-6	-1	22	-14	16	8
O=C(Nc1cccnc1)c1ccc(NC(=O)c2ccco2)cc1	-24	-3	0.8	-1	2	6	-1	5	13
O=C(O)CCC(=O)N1CCN(c2ncccn2)CC1	-13	-8	-0.3	-1	-1	10	-17	-10	2
CCc1ccc(NC(=O)CS(=O)CC(=O)Nc2ccc(F)cc2F)cc1 (stereo not drawn)	-1	-21	0.0	-5	-1	21	-1	1	11
Cc1ccc(C(=O)Nc2nc(-c3ccc4c(c3)OCCO4)cs2)o1	-3	5	3.2	-3	x	8	x	-6	5
CN1CCN(C(=O)/C(=C/c2ccccc2Cl)NC(=O)c2ccccc2)CC1	-1	-13	0.9	-5	-10	8	-11	4	-4
O=C(CNS(=O)(=O)c1cccs1)NCc1ccccc1	-3	3	0.2	-10	-4	-7	-6	-2	7
O=C(CSc1ncn[nH]1)Nc1c(Br)cc([N+](=O)[O-])cc1Br	-11	3	1.7	-3	-2	10	-1	-4	2
CCn1cc(C(=O)N2CCCC(N3CCN(c4cccc(C(F)(F)F)c4)CC3)C2)cn1 (stereo not drawn)	0	-8	0.2	-4	-11	-1	-12	-28	0
CC(=O)NC(CC(=O)NCC(=O)Nc1ccc(F)c(F)c1)c1ccccc1 (stereo not drawn)	-10	-16	1.3	0	0	5	0	11	-1
CCN1C(=O)[C@H]2[C@@H](c3ccc(-c4ccc5c(c4)OCO5)c(OC)c3)N[C@@](Cc3ccccc3)(C(=O)OC)[C@H]2C1=O	4	6	-0.4	1	7	-8	-13	5	5
COc1ccc(N2CCN(C(=O)COC(=O)c3ccccc3OCc3ccc(F)cc3)CC2)cc1	-6	-15	4.7	-3	-4	20	-20	19	5
COc1ccccc1CNC(=O)C1CCN(S(=O)(=O)N2CC(C)CC(C)C2)CC1 (stereo not drawn)	-3	-21	0.5	-7	-5	-2	-22	0	8
CC(=O)N(c1nnc(-c2ccc(C)cc2)s1)C1CCCC1	-10	-2	0.3	-6	-16	6	-13	-9	2
COc1ccc(-c2cn[nH]c2-c2ccc(OC)cc2O)cc1	-3	-11	1.3	-5	-21	10	-9	-10	-1
CCOC(=O)N1CCN(C(=S)Nc2ccc(C)cc2)CC1	10	2	3.3	8	-7	-3	-1	-21	4
COc1ccccc1CNS(=O)(=O)c1ccc2c(c1)NC(=O)CO2	1	-5	3.2	-1	-9	-1	-8	-17	2
Cc1cc(-c2ccc(Cl)s2)n[nH]1	1	12	-0.1	-2	-5	-5	23	-1	7
C=CCn1sc(N)c(C(=O)OCC)c1=S	-6	-10	0.0	-5	-2	16	-4	-6	7
COc1ccc(NC(=O)c2cccc(N3C(=O)C4C5C=CC(C6CC56)C4C3=O)c2)c(OC)c1 (stereo not drawn)	1	-3	18*	5	-3	16	-17	30	13
Cc1cc(C(=O)COC(=O)c2ccc([N+](=O)[O-])o2)c(C)n1CC1CCCO1 (stereo not drawn)	-10	-5	1.5	-4	-11	9	0	-27	2
CCN1c2ccccc2-c2nc3ccccc3n2C1c1cccnc1 (stereo not drawn)	-7	-8	-0.6	-8	0	12	-10	-4	1
COc1ccc(OC)c(NC(=O)CSc2nnc(-c3cnccn3)n2C)c1	9	-9	0.8	-4	-4	2	-23	0	0
SMILES	M1 antag	CHO-K1 Ca antag	CHO-K1 Ca ag	CHRM1 agonist	OXTR potentiator	CHO-K1 Ca PAM	CHO parental Ca	TAAR1 antagonist	TAAR1 ag
CCOC(=O)c1c(-c2ccc(OC)cc2)oc2ccc(O)cc12	14	-4	3.2	-4	-5	-2	-9	-11	-1
O=C1c2ccccc2C(=O)N1CCCc1nc2ccccc2c(=O)n1-c1cccnc1	x	x	x	x	-6	x	-28	4	17
CCOC(=O)N1CCC(NC(=O)Cc2cn(C)c3ccccc23)CC1	-4	-15	0.4	-3	-11	18	-12	-2	-1
CCOc1cc(CNCCCN2CCOCC2)cc(Br)c1OCc1ccccc1Cl	0	-5	7.5	-4	-22	22	-5	-9	23
CCn1c(C(c2ccccc2)c2ccccc2)n[nH]c1=S	-10	-4	-0.3	-5	-7	13	-20	10	-3
COc1cccc(CN(C)C(=O)c2[nH]c(C)c(C(C)=O)c2C)c1OC	-5	-3	13	2	-13	2	-11	-5	6
CC(C)C(NC(=O)OCc1ccccc1)C(=O)NC1CCCCC1 (stereo not drawn)	-18	-7	-0.4	-6	8	3	-8	-3	2
Cc1c(C)c2ccc(OCc3ccc(C(=O)O)o3)c(C)c2oc1=O	-6	-2	-0.7	4	-1	-5	-1	-12	4
COc1ccc(N(C)S(=O)(=O)c2c(C)[nH]c(=O)[nH]c2=O)c(OC)c1	-3	9	-0.1	-6	4	-6	6	-1	8
Cc1nc(SCCCSc2n[nH]c(C)n2)n[nH]1	-6	-10	1.7	-2	-10	14	6	-7	5
O=C(c1ccc(F)cc1)C(CCCCCC(CN1CCOCC1)C(=O)c1ccc(F)cc1)CN1CCOCC1 (stereo not drawn)	x	x	x	x	-4	x	-32	9	4
Cc1ccc(C(=O)OC(C(=O)Nc2ccc(Cl)cc2C(F)(F)F)c2ccccc2)cc1 (stereo not drawn)	-8	-14	0.8	-7	-1	30	-36	-26	11
CCOC(=O)c1cc2c(=O)n3cccc(C)c3nc2n(CC2CCCO2)c1=NC(C)=O (stereo not drawn)	-16&-3	-8&8	-0.2&-0.4	-2&-3	0	5&-7	-13	-5&-15	1&1
COc1ccc(C2=NOC(Cn3nc(C(=O)NCc4cccs4)cc3-c3ccccc3)C2)cc1 (stereo not drawn)	31	-6	7.3	0	-14	5	-6	77*	16
O=C(C1=C(O)C(=O)N(CCc2ccccc2)C1c1ccncc1)c1cc2ccccc2o1 (stereo not drawn)	2	-5	0.4	-5	-14	19	-10	2	44*
Nc1cccnc1S(=O)(=O)c1ccccc1	2	-8	1.4	-3	2	-3	-5	3	6
Cc1cc(S(=O)(=O)Nc2ccc3c(c2)n(C)c(=O)n3C)ccc1F	-1	-2	2.0	0	-7	9	-21	-13	4
CCOC(=O)c1sc2nc(CC(=O)OC)nc(NCC(=O)OC)c2c1C	-1	-11	0.7	-7	0	6	-12	-29	4
O=C1/C(=C/c2ccc([N+](=O)[O-])cc2)C=C(c2ccccc2)N1c1ccc(O)cc1	-2	-9	-0.4	-1	-6	8	-10	-7	10
CC(=O)OC[C@H]1O[C@@H](O[C@H]2C[C@]3(C)C(C[C@@H](O)C4C([C@]5(C)CC[C@@H](C(C)(C)O)O5)CC[C@]43C)[C@@]3(C)CC[C@H](O)C(C)(C)C23)[C@H](O[C@@H]2O[C@@H](C)[C@H](O)[C@@H](O)[C@H]2O)[C@@H](O)[C@@H]1O (stereo partly drawn)	-4	-9	0.6	-1	-3	9	-3	-3	2
O=C(N/N=C/C=C/c1ccco1)c1cccc([N+](=O)[O-])c1	-13	-5	-0.9	-1	0	27	-4	0	5
Cc1c(NS(=O)(=O)c2ccc(Br)cc2)c(=O)n(-c2ccccc2)n1C	1	9	0.0	-6	-14	-2	2	-4	-1
Cc1cc(C)nc(N2CCC(C(=O)NC3CCCc4ccccc43)CC2)n1 (stereo not drawn)	7	13	-0.2	-2	-3	-9	-8	-2	13
CC(=O)N1CCc2cc(S(=O)(=O)N3CCOCC3)ccc21	1	-5	0.0	-4	-1	2	-4	0	10

Structures above containing an NH in an aromatic ring (eight):
SMILES	M1 antag	CHO-K1 Ca antag	CHO-K1 Ca ag	CHRM1 agonist	OXTR potentiator	CHO-K1 Ca PAM	CHO parental Ca	TAAR1 antagonist	TAAR1 ag
CC(=O)c1c(C)[nH]c(C(=O)OCC(=O)Nc2ccc([N+](=O)[O-])cc2Cl)c1C	-10	-11	2.5	-6	-1	22	-14	16	8
O=C(CSc1ncn[nH]1)Nc1c(Br)cc([N+](=O)[O-])cc1Br	-11	3	1.7	-3	-2	10	-1	-4	2
COc1ccc(-c2cn[nH]c2-c2ccc(OC)cc2O)cc1	-3	-11	1.3	-5	-21	10	-9	-10	-1
Cc1cc(-c2ccc(Cl)s2)n[nH]1	1	12	-0.1	-2	-5	-5	23	-1	7
CCn1c(C(c2ccccc2)c2ccccc2)n[nH]c1=S	-10	-4	-0.3	-5	-7	13	-20	10	-3
COc1cccc(CN(C)C(=O)c2[nH]c(C)c(C(C)=O)c2C)c1OC	-5	-3	13	2	-13	2	-11	-5	6
COc1ccc(N(C)S(=O)(=O)c2c(C)[nH]c(=O)[nH]c2=O)c(OC)c1	-3	9	-0.1	-6	4	-6	6	-1	8
Cc1nc(SCCCSc2n[nH]c(C)n2)n[nH]1	-6	-10	1.7	-2	-10	14	6	-7	5

Structures above marked active in TAAR1 antagonist:
SMILES | M1 antag | CHRM1 agonist | OXTR potentiator | TAAR1 antagonist
COc1ccc(C2=NOC(Cn3nc(C(=O)NCc4cccs4)cc3-c3ccccc3)C2)cc1 (stereo not drawn) | 31 | 0 | -14 | 77*
